# Nrf2 block = inhibitors of Nrf2 signaling | A549 ARE-Fluc reporter, luciferase luminescence, 18-24 h | Potency, µM (series often up to 46 µM), for the others: top-dose activity change, negative = inhibition, actives largely listed as inhibitors | 360,000 tested, 2.1% active; further: potency means the concentration at half of the fitted maximal effect; on the % scale 0 is the no-effect control and ±100 the full control effect; nearly all actives have a fitted effect of over 60% in size
#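 Two sequential reads on A549 ARE_Fluc cells exposed to compound for 18-24 h: a CellTiter-Fluor fluorescence read for viability, then a luciferase luminescence read for Nrf2/ARE activity.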
# Nrf2 activator = activators of Nrf2 (ARE) signaling; Potency, µM (doses to about 46.1 µM), for the others: at the top dose activation, usual class: activators; 410,000 tested, 0.31% active; AID 624171; AREc32 ARE-luciferase reporter (MCF7-derived line), luminescence, 24 h; further: potency means the concentration at half of the fitted maximal effect; % of control where 0% means no effect; nearly all actives have a fitted effect of over 65% in size
#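 Luminescent ARE reporter assay in AREc32_Fluc cells: overnight plating at 37 deg C, 24 hr compound incubation, Steady-Glo added, 30 min RT before reading.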
# IL-2 act = IL-2 activation; AID 652025; activation, % (series mostly up to about 46 µM); 360,000 tested, 0.065% active; IL-2 activation reporter assay, cell-based qHTS; stimulated with anti-CD3/CD4/CD28 beads; in transgenic mouse T cells; in the data active means activation above about 50%; inconclusive means mostly about 30% to 49%; further: 0% is about no effect
#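 Readout: EGFP and DsRed signals by fluorescent plate cytometry. Unstimulated transgenic mouse T cells received compound 60 min before antibody-bead stimulation, then incubated 18 h at 37 degrees C.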
# ATXN2 expr inh = reduces ATXN2 reporter expression in HEK-293 cells; HEK-293 ATXN2-luciferase reporter, luminescence, 24 h; 360,000 tested, 0.72% active; Potency, µM (titrated, usually from 57 µM), without a hit: top-dose activity change, negative = inhibition, actives largely listed as inhibitors; further: potency means the concentration at half of the fitted maximal effect; on the % scale 0 is the no-effect control and ±100 the full control effect; nearly all actives have a fitted effect of over 55% in size
#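 qHTS (up to 57 uM final) was run with 24 h compound exposure of reporter cells at 37 °C. Each well was multiplexed: SteadyGlo luminescence measured ATXN2-luciferase expression after a fluorogenic Gly-Phe-AFC viability readout (25 uM final).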
# EPAC2 ag = agonists of human EPAC2 (RAPGEF4); EPAC2 activation, biochemical qHTS; response scale: 100% = 6.5 mM cAMP response; Potency, µM (series often up to 154 µM), inactives show top-dose activation, actives largely listed as activators; 360,000 tested, 0.079% active; AID 720711; further: potency means the concentration at half of the fitted maximal effect; nearly all actives have a fitted effect of over 50% in size
# Target sequence (Q8WZA2 whole entry, looked up): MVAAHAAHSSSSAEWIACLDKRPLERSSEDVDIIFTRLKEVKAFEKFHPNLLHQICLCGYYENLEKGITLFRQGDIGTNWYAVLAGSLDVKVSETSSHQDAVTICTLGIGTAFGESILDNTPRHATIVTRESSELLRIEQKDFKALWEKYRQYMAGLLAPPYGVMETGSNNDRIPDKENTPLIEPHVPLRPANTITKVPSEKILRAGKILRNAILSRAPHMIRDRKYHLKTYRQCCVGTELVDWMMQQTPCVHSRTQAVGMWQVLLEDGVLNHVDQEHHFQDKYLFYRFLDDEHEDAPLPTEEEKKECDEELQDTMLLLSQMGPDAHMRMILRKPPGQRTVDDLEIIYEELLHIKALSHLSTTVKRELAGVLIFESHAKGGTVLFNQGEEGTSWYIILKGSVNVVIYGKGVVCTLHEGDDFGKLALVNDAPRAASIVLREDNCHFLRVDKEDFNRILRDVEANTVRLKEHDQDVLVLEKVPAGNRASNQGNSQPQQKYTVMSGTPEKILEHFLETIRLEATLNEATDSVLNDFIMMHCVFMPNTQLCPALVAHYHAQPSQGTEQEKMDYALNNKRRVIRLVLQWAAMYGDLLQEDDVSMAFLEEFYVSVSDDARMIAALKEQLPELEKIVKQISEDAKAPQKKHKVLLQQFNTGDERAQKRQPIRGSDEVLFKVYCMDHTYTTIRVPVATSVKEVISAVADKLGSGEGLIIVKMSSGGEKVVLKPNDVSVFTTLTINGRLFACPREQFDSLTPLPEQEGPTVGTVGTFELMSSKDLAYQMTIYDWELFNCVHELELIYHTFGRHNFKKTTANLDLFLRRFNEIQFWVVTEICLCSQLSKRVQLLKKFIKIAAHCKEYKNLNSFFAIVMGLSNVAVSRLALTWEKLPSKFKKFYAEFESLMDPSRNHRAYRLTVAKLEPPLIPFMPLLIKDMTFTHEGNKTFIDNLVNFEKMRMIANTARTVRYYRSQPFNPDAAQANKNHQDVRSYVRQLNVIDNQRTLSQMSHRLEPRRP
#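 In this primary screen, activation is scored as increased exchange of BODIPY-GDP from Rap1B by 100 nM EPAC2, with 50 uM GDP as competitor. Signal is normalized to the 6.5 mM cAMP agonist control.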
# TGFb SMAD3 inh = blocks TGF-b signaling; HepG2 CAGA-GFP TGF-b/SMAD3 reporter, GFP fluorescence, 18 h; TGF-beta stimulated, 500 pg/mL final; Potency, µM (titrated, usually from 46.1 µM), without a hit: top-dose activity, negative = inhibition, hits mostly inhibitors; 410,000 tested, 1.2% active; AID 588855; further: potency means the concentration at half of the fitted maximal effect; on the % scale 0 is the no-effect control and ±100 the full control effect; nearly all actives have a fitted effect of over 65% in size
#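 GFP signal (ex488/em500-530) from TGF-beta-stimulated HEPG2 CAGA-GFP cells, 500 pg/mL final, 18 h at 37 degrees C in DMEM plus 1% FBS, normalized to unstimulated and DMSO-stimulated controls.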
# A549 viability = A549 cytotoxicity, counter-screen for Nrf2 inhibitors | A549 ARE-Fluc cells, CellTiter-Fluor viability, 18-24 h | Potency, µM (titrated, usually from 46 µM), for inactives: top-dose activity change, negative = cytotoxicity, most hits filed as inhibitors | 390,000 tested, 0.16% active; further: potency means the concentration at half of the fitted maximal effect; on the % scale 0 is the no-effect control and ±100 the full control effect
#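 A549 ARE_Fluc cells in 5% FBS OPTI-MEM were exposed to compounds in concentration-response for 18-24 h at 37 deg C. Viability was read by CellTiter-Fluor fluorescence (Ex 405/Em 525) after 30 min, before the luciferase read.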
# S2 tox = cell viability loss in ATXN counter-screen; S2 cells (HEK-293 line with an ATXN2-luciferase reporter) viability, CellTiter-Fluor protease fluorescence, 24 h; Potency, µM (series often up to 56.7 µM), hits mostly cytotoxic; 400,000 tested, 0.49% active; AID 651635; further: potency means the concentration at half of the fitted maximal effect; nearly all actives have a fitted effect of over 40% in size
# HepG2 tox = HepG2 cytotoxicity, counter-screen for TGF-b inhibitors. HepG2 CAGA-GFP viability, ATP luminescence, 18 h. Potency, µM (titrated, usually from 46.1 µM), without a hit: at the highest dose activity change, negative = cytotoxicity, hits mostly cytotoxic. 410,000 tested, 0.76% active; further: potency means the concentration at half of the fitted maximal effect; some results filed as inactive show a strong effect at the top dose
#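 HepG2 CAGA-GFP cells (1000/well, DMEM with 1% FBS) received compound, then TGF-beta at 500 pg/mL final, and were incubated 18 hours at 37 degrees C. Viability was read by CellTiter-Glo luminescence. Media-only wells were set as complete cell-killing and DMSO as no toxicity.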
# * hit, by the source's call; i = inactive; ? = inconclusive; / = not tested or not shown; & = joins results of further samples; [ ] = remark or other dose. Unless noted, the call rests on the fitted dose curve; in most records, active means well fitted curve in the direction sought with a large enough effect; inconclusive means small, poorly fitted or top-dose-only effect, or another doubt; inactive means no such curve, though single readings can be large; an effect the other way counts as inactive or inconclusive.
# Preview, three compounds:
SMILES,Nrf2 block,Nrf2 activator,IL-2 act,ATXN2 expr inh,EPAC2 ag,TGFb SMAD3 inh,A549 viability,S2 tox,HepG2 tox
Cc1ccc(-n2c(SCC(=O)NCc3ccco3)nc3c([nH]c4ccccc43)c2=O)cc1,3.8%,0.3%,-1.8,10.7%,10.4%,-11.1%,-8.8%,i,-4.8%
O=C(c1ccoc1)N1CCCC(CO)(CCCc2ccccc2)C1 (stereo not given),-3.4%,0.0%,-0.4,-13.8%,6.2%,-3.3%,15.2%,i,-2.7%
COc1cccc(C(C(=O)Nc2ccc(F)cc2)N(C(=O)Cn2nnc3ccccc32)C2CC2)c1 (stereo not given),9.8%,-0.8%,0.8,-1.7%,22.0%,-24.2%,-0.2%,?,-0.7%

# This part in full, repeating the preview:
SMILES,Nrf2 block,Nrf2 activator,IL-2 act,ATXN2 expr inh,EPAC2 ag,TGFb SMAD3 inh,A549 viability,S2 tox,HepG2 tox
Cc1ccc(-n2c(SCC(=O)NCc3ccco3)nc3c([nH]c4ccccc43)c2=O)cc1,3.8%,0.3%,-1.8,10.7%,10.4%,-11.1%,-8.8%,i,-4.8%
O=C(c1ccoc1)N1CCCC(CO)(CCCc2ccccc2)C1 (stereo not given),-3.4%,0.0%,-0.4,-13.8%,6.2%,-3.3%,15.2%,i,-2.7%
COc1cccc(C(C(=O)Nc2ccc(F)cc2)N(C(=O)Cn2nnc3ccccc32)C2CC2)c1 (stereo not given),9.8%,-0.8%,0.8,-1.7%,22.0%,-24.2%,-0.2%,?,-0.7%
COc1cccc(/C=N/NC(=O)C[n+]2ccccc2)c1O,11.8%,0.5%,-0.5,17.0%,3.8%,0.4%,-2.2%,i,-22.4%
COc1ccc(CC(=O)Nc2ccc(-c3cn4cccc(C)c4n3)cc2)cc1OC,7.31µM*,7.4%,-0.5,5.3%,3.9%,-10.9%,2.5%,i,1.8%
CCCN1Cc2cccc(C(=O)Nc3ccc(C)cc3)c2C1=O,?,-0.6%,-3.0,-5.1%,-11.2%,0.0%,-2.9%,i,-18.3%
COc1ccccc1CCNC(=O)C(=O)NCC1OCCCN1S(=O)(=O)c1cc(C)ccc1C (stereo not given),-21.8%,-0.5%,-2.8,-7.0%,4.4%,-2.7%,5.7%,i,-1.2%
CCCN1CCC(=O)N(CCSc2ccc(NC(C)=O)cc2)CC1,20.8%&1.4%,-0.1%,0.6,-7.2%,3.0%,-0.9%&-10.1%,4.5%&2.6%,i,4.8%&-28.1%
COc1ccc(-c2c(C(=O)c3ccccc3)[nH]c(N)c2C(=O)NC2CC2)cc1OC,/,3.8%,0.2,21.0%,8.5%,/,/,i,/
O=C(NCCc1ccc(Cl)cc1)c1ccc2nc(CCc3ccccc3)oc2c1,/,-1.0%,/,15.6%,/,9.1%,3.6%,i,2.0%
O=C(CCC(=O)c1ccc(Oc2ccccc2)cc1)Nc1ccc(Cl)cc1Cl,?,0.2%,2.0,-6.2%,18.2%,1.5%,-27.1%,i,8.7%
CCNC(=O)c1cc2ccccc2o1,-8.0%,0.6%,3.8,16.2%,-3.6%,-0.9%,-5.8%,i,-9.9%
O=C(CCC1CCCC1)NC1CCCCC1,/,-0.1%,-1.6,27.2%,-1.9%,-4.8%,24.3%,i,-4.7%
O=C(Cn1nnc(-c2ccccc2)n1)N/N=C/c1cccc([N+](=O)[O-])c1,-13.9%,3.5%,-0.2,0.1%,-11.1%,0.0%,-0.4%,i,-31.5%
Cc1ccc(C(=O)NNC(=O)C(C)Oc2ccc3ccccc3c2)o1 (stereo not given),5.3%,0.0%,-3.9,9.6%,2.6%,-19.9%,-0.2%,i,-55.7%
COC(=O)C1C(=O)C2=C(CC1C)NC(=O)CC2c1ccc(F)cc1 (stereo not given),-17.6%,-0.1%,1.5,/,-8.3%,5.0%,-1.3%,i,5.5%
O=C(CSc1nc2ccccc2nc1Cc1ccccc1)N1CCCc2ccccc21,/,3.4%,/,/,/,-23.7%,-2.4%,/,0.1%
Cc1ccc(-c2ccc(C3C4C=CCC(C)C4C(=O)N3Cc3ccccc3)c(F)c2)cc1 (stereo not given),-4.2%,/,/,/,/,2.2%,11.3%,/,-34.9%
O=C(COC(=O)c1cccc([N+](=O)[O-])c1)Nc1ncc(Br)s1,5.4%,0.4%,-0.3,-8.0%,-1.2%,-0.7%,4.2%,i,21.9%
CCN(CC)C(=O)c1cccc(-c2csc(C(O)c3ccc(F)c(F)c3)n2)c1 (stereo not given),/,4.2%,-0.7,?,6.1%,?,/,?,-24.5%
NS(=O)(=O)c1cccc(NC(=O)COC(=O)CN2C(=O)c3ccccc3C2=O)c1,10.0%,0.5%,0.1,-6.0%,-5.7%,-5.4%,-2.6%,i,-0.2%
CCOC(=O)c1c(S(=O)(=O)NCC(=O)Nc2cccc(F)c2)c(C)n(C)c1C,7.8%,-0.5%,-2.2,-0.7%,-1.9%,-0.7%,3.3%,i,-13.8%
CCC(Sc1nc2ccncc2[nH]1)C(=O)Nc1ccc(F)cc1 (stereo not given),5.7%,1.1%,/,-5.6%,/,0.2%,-17.0%,i,-22.2%
O=C(Nc1cccc(Cl)c1)c1cccnn1,1.6%,8.5%,-1.0,0.0%,-2.3%,14.0%,2.0%,i,-0.1%
COC(=O)c1ccccc1NC(=O)CSc1nnc(-c2ccoc2C)n1C,2.2%,-0.1%,-1.6,-4.5%,-0.6%,-11.7%,-1.2%,i,-21.4%

# Later entries
SMILES,Nrf2 block,Nrf2 activator,IL-2 act,ATXN2 expr inh,EPAC2 ag,TGFb SMAD3 inh,A549 viability,S2 tox,HepG2 tox
CC(=O)C1=C(C)Nc2ncnn2C1c1ccc(Cl)cc1Cl (stereo not given),13.9%,0.0%,0.1,9.0%,-13.4%,-1.1%,8.0%,i,5.4%
CCCCN1C(=O)C(NC(=O)C2CC2)(C(F)(F)F)C2=C1CC(C)(C)CC2=O (stereo not given),20.8%,-0.7%,-2.5,6.0%,0.3%,-0.3%,14.5%,i,-3.1%
S=C1NC(c2ccccc2)=NCN1c1ccc(Br)cc1,28.8%,-0.8%,-2.7,7.2%,7.7%,0.5%,-7.1%,i,-0.6%
CC(Sc1nnc(-c2ccco2)o1)C(=O)Nc1ccc(OC(F)F)cc1 (stereo not given),2.6%,3.7%,0.3,20.7%,9.2%,-12.7%,5.8%,i,-3.1%
Cc1onc(-c2ccccc2)c1C(=O)N1CCN(S(=O)(=O)c2ccc(Cl)cc2)CC1,-12.8%,-0.8%,0.3,2.7%,10.9%,11.0%,-1.5%,?,0.6%
Cn1c(SCC(=O)NC2CCCCC2)nnc1-c1ccncc1,1.3%,0.0%,1.2,-4.3%,10.8%,-11.9%,6.1%,i,2.3%
Cc1ccccc1OCC(=O)Nc1ccc2nc(SCC(=O)N(C)c3ccccc3)sc2c1,?,-0.7%,/,-11.0%,/,-26.5%,0.0%,i,-12.3%
CC1(C)Cc2c(cnn2-c2ccccc2)C(NC(=O)CCCN2CCCCC2=O)C1 (stereo not given),-6.3%,-0.3%,0.2,5.6%,7.7%,-12.5%,4.2%,i,7.3%
COC(=O)/C(=C\Nc1ccc(OC)cc1)NC(=O)c1ccc(Cl)cc1Cl,27.3%,0.1%,-0.2,2.4%,2.5%,-5.9%,0.1%,i,3.3%
O=c1[nH]c(CSc2nc3ccccc3[nH]2)nc2c1cnn2-c1ccccc1,14.6µM*,-0.2%,3.0,?,2.0%,-1.8%,-23.7%,?,-41.5%
CCc1nc2ccc(C(=O)N3CCN(C(=O)c4ccco4)CC3)cn2c1N(C)Cc1nccn1C,/,-0.3%[9.22 µM],0.9,8.8%,4.0%,8.0%,/,i,-4.3%
Cc1cc(NC(=O)CN2CCCC2c2nc3ccccc3s2)no1 (stereo not given),?,-0.4%,-1.7,16.4%,6.6%,-0.7%,-0.4%,i,0.9%
Cc1ccnc(NC(=O)c2cccc(S(=O)(=O)NCc3ccccc3)c2)c1,4.9%,-0.1%,-0.8,3.3%,7.9%,-13.6%,0.3%,i,-5.4%
CC(C)[C@H](N)C(=O)OCCOCn1cnc2c(=O)[nH]c(N)nc21,-5.1%&-0.3%,0.2%&-1.1%,0.4&-0.7,1.3%&3.5%&7.4%&-2.0%,-0.5%&1.9%,-17.4%&7.2%,-0.5%&1.2%,i,-15.7%&15.0%
Cc1ccc(NC(=O)Cn2c(-c3nonc3N)nc3ccccc32)cc1Cl,21.9%,-0.8%,/,/,/,9.3%,4.4%,/,5.3%
O=Cc1c[nH]c2ncccc12,-0.5%,0.4%,2.0,/,10.2%,8.7%,0.2%,i,0.6%
CC(=O)N(c1ccccc1)c1nnc(-c2cnc(C)cn2)s1,?,-0.3%,-1.5,/,0.9%,-4.3%,-3.7%,?,0.8%
CCC(=O)c1cn([C@@H](CCC(OC)OC)CC(=O)OC(C)(C)C)cc1CC,-2.8%,-0.1%,-0.1,10.0%,-10.5%,14.3%,-9.6%,i,-0.5%
O=c1[nH]nc(SCCS(=O)(=O)c2ccc(F)cc2)n1-c1ccccc1,-27.3%,12.6µM*,-3.9,-27.8%,10.5%,-3.4%,-6.5%,?,-1.9%
Cc1nnc(SC(C)C(=O)Nc2ccc(S(=O)(=O)N3CCCCC3)cc2)s1 (stereo not given),-2.0%,0.1%,-2.7,0.8%,1.2%,2.1%,10.5%,i,-18.3%
N#Cc1ccc(C(=O)OCC(=O)Nc2ccc(N3CCOCC3)cc2)cc1,9.5%,-0.8%,-0.8,-10.2%,-2.2%,-11.1%,7.9%,i,3.1%
COc1ccc2c(c1)CC(C(=O)Nc1cccc(C)c1C)CO2 (stereo not given),/,-0.2%,/,8.9%,/,-1.7%,6.1%,i,-18.7%
CCN(C(=O)Cn1cnc2c1c(=O)n(C)c(=O)n2C)c1ccccc1C,-7.5%,-1.2%,/,-7.4%,/,-23.5%,-1.3%,i,-2.8%

# Screening results (PubChem)
